Screens (PubChem)
NCI-60 one-dose screen, 48 h, at 10 µM unless noted. Numbers give growth in % (100 = growth as untreated, 0 = no growth, -100 = all killed).
COLO 205 – COLO 205 colon cancer; 79,000 compounds, 7.3% hits; AID 1794742
NCI/ADR-RES – NCI/ADR-RES ovarian cells. 81,000 compounds, 4.4% hits. AID 1794790
NCI-H322M – NCI-H322M lung cancer. 80,000 compounds, 2.7% hits. AID 1794733
NCI-H460 – NCI-H460 lung cancer. 82,000 compounds, 6.8% hits
NCI-H23 – NCI-H23 lung cancer; 80,000 compounds, 4% hits; AID 1794731
HCT-15 – HCT-15 colon cancer. AID 1794746. 82,000 compounds, 5.2% hits
NCI-H522 – NCI-H522 lung cancer. 78,000 compounds, 8% hits. AID 1794739
NCI-H226 – NCI-H226 lung cancer. 79,000 compounds, 3.5% hits
HCT-116 – HCT-116 colon cancer | 82,000 compounds, 7.3% hits
Starred values were filed as active, the others as inactive; x = not tested or not shown; & = joins results of further samples. How the source made its calls: active means growth percent below 10; inactive means the rest.

No. | smiles | COLO 205 | NCI/ADR-RES | NCI-H322M | NCI-H460 | NCI-H23
1 | COc1cc(-c2nc(C(=O)NCCCCC(=O)O)nn2-c2ccc(Cl)cc2)cc(OC)c1OC | 106 | 101 | 89 | 102 | 97
2 | O=C1NC=C(C(=O)c2cc3ccccc3oc2=O)C(c2ccccc2)N1 (stereo not given) | 104 | 108 | 101 | 106 | 101
3 | O=c1c2cc(F)ccc2sc2c(Nc3ccccc3)nc3ccccc3c12 | 107 | 106 | 85 | 97 | 89
4 | CSCCC(NC(=O)c1ccccc1)C(=O)N/N=C1\S/C(=C/c2ccc(Cl)cc2)C(=O)N1C (stereo not given) | 101 | 97 | 90 | 96 | 90
5 | Cc1sc2nc3nc(-c4ccccc4Cl)[nH]n3c(=O)c2c1C | 104 | 101 | 98 | 107 | 92
6 | Nc1c(C(=O)c2ccc(Br)cc2)sc2nc(-c3cnccn3)cc(-c3cccs3)c12 | 119 | 108 | 103 | 103 | x
7 | O=[N+]([O-])c1ccc(OCc2ccccc2)cc1 | 123 | 106 | 109 | 101 | 101
8 | Cc1ccc(C(=O)Nc2cccc(-c3cn(-c4ccc(S(N)(=O)=O)cc4)nn3)c2)cc1C(F)(F)F | 97 | 99 | 91 | 48 | x
9 | O=C(NCC1CC1)c1ccccc1NC(=O)c1cc2ccccc2oc1=O | 112 | 96 | 111 | 96 | 112
10 | O=C1/C(=C/c2cc(Cl)cc(Cl)c2)Cc2cc(Cl)cc(Cl)c21 | 112 | 106 | 84 | 100 | 96

No. | HCT-15 | NCI-H522 | NCI-H226 | HCT-116
1 | 105 | 93 | 96 | 96
2 | 106 | 97 | 92 | 103
3 | 94 | 91 | 111 | 87
4 | 96 | 81 | 87 | 55
5 | 100 | 93 | 91 | 98
6 | 97 | 100 | 99 | 104
7 | 104 | 90 | 102 | 104
8 | 90 | 90 | 71 | 56
9 | 97 | 107 | 95 | 67
10 | 101 | 107 | 80 | 98

No. | smiles | COLO 205 | NCI/ADR-RES | NCI-H322M | NCI-H460 | NCI-H23
11 | COC(=O)C1([N+](=O)[O-])CC(c2ccc(Cl)cc2)ON(c2ccccc2)C1c1ccc(C)cc1 (stereo not given) | 92 | 90 | 91 | 93 | 77
12 | C/C=C1/CCC2C3CCC4=CC(=O)CCC4C3CCC12C (stereo not given) | 107 | 115 | 109 | 105 | 106
13 | COC(=O)C[n+]1cccc2c3ccccc3ccc21 | 93 | 106 | 95 | 107 | 71
14 | C[C@H]1O[C@@H](c2ccc3c(c2O)C(=O)C2=C(C3=O)[C@@]3(O)C(=O)C[C@](C)(O)C[C@@]3(O)C=C2)C[C@@H](O)[C@H]1O | 103 | 100 | 110 | 104 | 95
15 | Oc1ccc(/C=N\Nc2ccccn2)c(O)c1 | 69 | 0.1* | -5.6* | 3.1* | 2.0*
16 | COc1ccc2sc3c(NCCO)nc4ccccc4c3c(=O)c2c1 | 111 | 100 | 98 | 107 | 97
17 | COc1ccc(-c2cc(C(=O)Nc3ncc(Cc4ccccc4)s3)c3ccccc3n2)cc1 | 105 | 89 | 102 | 101 | 89
18 | O=C(O)c1cc(-c2ccc(Cl)cc2)nc2c(Cl)cccc12 | 98 | 100 | 84 | 102 | 92
19 | Fc1ccc(Cn2cc(CSc3nc4ccccc4s3)nn2)cc1F | 105 | 95 | 89 | 106 | 95
20 | O=C(Nc1cccc(Cl)c1)Oc1cccc2c1CCC2 | 106 | 98 | 93 | 103 | 93

No. | HCT-15 | NCI-H522 | NCI-H226 | HCT-116
11 | 78 | x | 76 | 60
12 | 99 | 86 | 95 | 92
13 | 104 | 89 | 78 | 52
14 | 98 | 85 | 102 | 98
15 | 33 | 24 | 42 | 4.5*
16 | 81 | 82 | 99 | 93
17 | 97 | 84 | 93 | 98
18 | 106 | 95 | 77 | 93
19 | 107 | 82 | 86 | 92
20 | 104 | 90 | 102 | 94

No. | smiles | COLO 205 | NCI/ADR-RES | NCI-H322M | NCI-H460 | NCI-H23
21 | Cn1cc(-c2csc(-c3cn(C(=O)OC(C)(C)C)c4ccc(Cl)cc34)n2)c2cccnc21 | 115 | 103 | 104 | 116 | 93
22 | Clc1ccc(Nc2ccnc(NCCCNc3ccnc4cc(Cl)ccc34)n2)cc1 | -91* | 4.1* | -17* | -29* | 46
23 | COC1=C[C@@]23CCCN2CCc2cc4c(cc2[C@H]3[C@H]1OC(=O)[C@H](C)O)OCO4 | 116 | 100 | 97 | 105 | 104
24 | COc1ccc(CCNC(=O)C2CCN(c3nc(C(F)(F)F)ccc3C#N)CC2)cc1OC | 113 | 93 | 100 | 99 | 97
25 | COc1ccc(NC(=O)Nc2ccc(OCC(=O)c3ccc(C#N)cc3)cc2)cc1 | 120 | 119 | 95 | 106 | 97
26 | NC(=O)C(=CNC(=S)Nc1ccc(S(=O)(=O)Nc2ccccn2)cc1)C(N)=O | 108 | 102 | 106 | 104 | 97
27 | CCOC(=O)c1ccc(-c2ccc3cc(OC)ccc3c2)nc1C | 105 | 108 | 90 | 103 | 93
28 | O=C(CSc1nnc(-c2ccc(Cl)cc2)o1)Nc1ccc(C(=O)/C=C/c2ccc(Cl)cc2)cc1 | 117 | 96 | x | 98 | 88
29 | CCOC(=O)C1C(=O)Nc2nc3ccccc3n2C1c1cccs1 (stereo not given) | 115 | x | 102 | 107 | 103
30 | CCN(CC)CC(O)CNCc1ccccc1 (stereo not given) | x | 100 | 95 | 109 | 99

No. | HCT-15 | NCI-H522 | NCI-H226 | HCT-116
21 | 95 | 89 | 99 | 100
22 | -61* | -76* | 94 | -78*
23 | 105 | 97 | 101 | 108
24 | 91 | 91 | 92 | 80
25 | 92 | 88 | 97 | 105
26 | 107 | 104 | 92 | 110
27 | 99 | 73 | 116 | 78
28 | 107 | 87 | 93 | 103
29 | 96 | 94 | 106 | 97
30 | 108 | 66 | 99 | 89

Profiles, looked up by structure. Order of values: COLO 205	NCI/ADR-RES	NCI-H322M	NCI-H460	NCI-H23	HCT-15	NCI-H522	NCI-H226	HCT-116
COC(=O)C1([N+](=O)[O-])CC(c2ccc(Cl)cc2)ON(c2ccccc2)C1c1ccc(C)cc1 (stereo not given) across the screens: 92	90	91	93	77	78	x	76	60
COC(=O)C[n+]1cccc2c3ccccc3ccc21 across the screens: 93	106	95	107	71	104	89	78	52
O=C(O)c1cc(-c2ccc(Cl)cc2)nc2c(Cl)cccc12 across the screens: 98	100	84	102	92	106	95	77	93
CCOC(=O)c1ccc(-c2ccc3cc(OC)ccc3c2)nc1C across the screens: 105	108	90	103	93	99	73	116	78

Continued:
No. | smiles | COLO 205 | NCI/ADR-RES | NCI-H322M | NCI-H460 | NCI-H23
31 | O=C(Nc1ccc(Cl)c(Cl)c1)n1ncc2ccc([N+](=O)[O-])cc21 | 103 | 99 | x | 102 | x
32 | O=C(O)c1c[nH]c2ccccc2c1=O | 95 | 104 | 94 | 105 | 97
33 | COc1ccc(-n2cc(-c3ccc(Br)cc3)nc2SCC(=O)c2ccc(C)cc2)cc1 | 99 | 84 | 95 | 83 | 86
34 | O=C(CSc1nc2c(c(=O)[nH]1)CCCC2)NNC(=O)c1ccccc1Br | 123 | 102 | 101 | 111 | 104
35 | CCOC(=O)c1c(C(C)=O)c([Si](C)(C)C)c2cc(C)ccn12 | 125 | 101 | 102 | 109 | x
36 | O=C(O)C1CCC1 | 108 | 101 | 98 | 106 | 102
37 | O=C(OCCCl)c1ccccc1C(=O)OCCCl | 112 | 97 | 113 | 99 | 102
38 | O=S(=O)(Oc1ccc(-c2ccc3sccc3c2)cc1)c1ccccc1 | 109 | 103 | x | 103 | 89
39 | CCc1c(OC)cc(OC)c(OC)c1O | 124 | 104 | 97 | 110 | 95
40 | Cc1ccc(S(=O)(=O)N(Cc2ccccc2)c2ccccc2C(=O)NO)cc1 | 116 | 121 | 95 | 103 | 112

No. | HCT-15 | NCI-H522 | NCI-H226 | HCT-116
31 | 92 | 93 | 91 | 100
32 | 110 | 93 | 105 | 95
33 | 92 | 48 | 73 | 65
34 | 111 | 101 | 106 | 105
35 | 92 | 103 | 108 | 106
36 | 106 | 93 | x | 100
37 | 102 | 98 | 105 | 94
38 | 90 | 87 | 92 | 105
39 | 101 | 95 | 101 | 107
40 | 98 | 83 | 99 | 97

No. | smiles | COLO 205 | NCI/ADR-RES | NCI-H322M | NCI-H460 | NCI-H23
41 | Clc1ccc(/C=N/N=c2\scc(-c3ccccc3)n2/N=C/c2ccc(Cl)cc2)cc1 | 116 | 104 | 104 | 108 | 96
42 | N#C/C(=C\c1ccc(-c2ccccc2)cc1)c1ccc([N+](=O)[O-])cc1 | 116 | 92 | 96 | 88 | 98
43 | CN(C)Cc1cc(C(C)(C)c2ccccc2)ccc1O | 95 | 99 | 135 | 103 | 99
44 | Cc1c(C(=O)Nc2nc3ccccc3s2)nnn1-c1ccccc1Cl | 103 | 81 | 88 | 93 | 82
45 | CCOC(=O)c1c2c(c(C)n1Cc1ccccc1)-c1ncncc1CC2 | 129 | 82 | 98 | 95 | 98
46 | Oc1ccc(-c2nnc(-c3cccnc3)o2)cc1 | 118 | 101 | 108 | 102 | 96
47 | O=C(NC(Sc1ccc(Cl)cc1)C(=O)O)c1ccccc1 (stereo not given) | 112 | 116 | 100 | 106 | 108
48 | COc1ccc(-c2cc(N)n(-c3nc4ccccc4[nH]3)n2)cc1 | 115 | 105 | 102 | 106 | 92
49 | CCc1nnc(Nc2ccc(Br)cc2)o1 | 103 | 104 | 92 | 105 | 94
50 | COc1ccc(Nc2scc3[n+]2CCC3)cc1 | 111 | 98 | 106 | 103 | 109

No. | HCT-15 | NCI-H522 | NCI-H226 | HCT-116
41 | 99 | 72 | 111 | 98
42 | 90 | 81 | 103 | 98
43 | 104 | x | 90 | 95
44 | 75 | 81 | 79 | 76
45 | 89 | 84 | 84 | 76
46 | 95 | 91 | 99 | 101
47 | 99 | 110 | 108 | 107
48 | 100 | 84 | 94 | 97
49 | 99 | x | 101 | 99
50 | 102 | 95 | x | 99

No. | smiles | COLO 205 | NCI/ADR-RES | NCI-H322M | NCI-H460 | NCI-H23
51 | Cc1cc(N(CCCNc2ccnc3cc(Cl)ccc23)Cc2ccc3c(c2)OCO3)nc(N2CCCCC2)n1 | -79* | 7.5* | -5.0* | -31* | 6.4*
52 | Cn1cc(-c2nc(-c3cn(C)c4c(Cl)nccc34)cs2)c2ccccc21 | 79 | 98 | 97 | 94 | 98
53 | O=C1Nc2ccc3c(c2/C1=C\c1cc2c(cc1Br)OCO2)OCO3 | -37* | 1.5* | 1.4* | -31* | 19
54 | CCOc1ccc(NC(=O)Nc2ccc(OCC)cc2)cc1 | 104 | 106 | 104 | 106 | 106
55 | CCNc1ccc(/C=C2\C=Cc3ccccc32)cc1 | 120 | 115 | 91 | 92 | 74
56 | C=C1CC[C@H]2[C@@H]([C@H]3[C@@H](C)CC[C@@H]13)C2(C)C | 115 | 102 | 116 | 105 | 107
57 | COC(=O)/C=C/c1cc(O)c2c(c1)C(C(=O)OC)C(c1ccc(O)c(O)c1)O2 (stereo not given) | 41&58 | 16&18 | 56&73 | 18&28 | 27&31
58 | O=C1CSC(N2N=C(c3cc4ccccc4o3)CC2c2c[nH]c3ccccc23)=NN1 (stereo not given) | 110 | 103 | 92 | 105 | 100
59 | N#CC(=O)Nc1ccc(F)cc1 | 108 | 103 | 110 | 110 | 96
60 | Cc1ccc(CS/C(=C\c2ccc([N+](=O)[O-])cc2)C(=O)c2ccc(F)cc2)cc1 | 54 | 50 | 103 | 82 | 57

No. | HCT-15 | NCI-H522 | NCI-H226 | HCT-116
51 | -78* | -44* | 38 | -44*
52 | 57 | 84 | 95 | 76
53 | 23 | 16 | 13 | -2.7*
54 | 106 | 103 | 104 | 106
55 | 81 | 78 | 102 | 72
56 | 99 | 90 | 112 | 102
57 | 16&17 | 0.9* | 40&57 | 7.9*
58 | 104 | 89 | 93 | 93
59 | 100 | 91 | 115 | 113
60 | -6.4* | -5.7* | 67 | -53*

No. | smiles | COLO 205 | NCI/ADR-RES | NCI-H322M | NCI-H460 | NCI-H23
61 | Cc1c(Cc2ccccc2)c(=O)oc2c(C)c(OCc3n[nH]c(=S)o3)ccc12 | x | 100 | 64 | 3.3* | 58
62 | COc1ccc(N2C(=O)C3C/C(=C/N(C)C)C(=O)N3C2N(C)C)cc1 (stereo not given) | 108 | 100 | 114 | 117 | 100
63 | CN(C)c1oc(/C=C/c2nc(C#N)c(N(C)C)o2)nc1C#N | 123 | 108 | 100 | 111 | 105
64 | O=S(=O)(NCCCNc1nccc(-c2[nH]c(-c3ccccc3)nc2-c2ccc(F)c(O)c2)n1)c1ccc(Br)cc1 | 109 | 87 | 104 | 68 | 67
65 | Cn1ncc2c1CCc1cc(S(=O)(=O)c3ccccc3)c(=O)n(C)c1-2 | 113 | 104 | x | 99 | x
66 | COc1ccc(NC(=O)/C=C/c2ccc(N(C)C)cc2)cn1 | 99 | 105 | 97 | 101 | 106
67 | CC(C)(C)c1c(C#N)nnc2cc(-c3ccccc3)nn12 | 110 | 93 | 101 | 95 | 81
68 | COc1cc(C2C=C(C)N=C3SC=NN32)cc(OC)c1OC (stereo not given) | 115 | 104 | 112 | 108 | 100
69 | COc1ccc(NC(=O)Cn2c3ccc(Cl)cc3c3ccc([C@H](C)C(=O)O)cc32)cc1 | 109 | 89 | 91 | 93 | 84
70 | O=C(/C=C\c1ccc([N+](=O)[O-])cc1)c1ccc(NC2=CC(=O)c3ccccc3C2=O)cc1 | 109 | 96 | 96 | 101 | 79
71 | [C-]#[N+]c1c(-c2ccc(Cl)cc2)cc(-c2ccc(N)cc2)[nH]c1=O | 109 | 104 | 93 | 104 | 100

No. | HCT-15 | NCI-H522 | NCI-H226 | HCT-116
61 | 76 | 61 | 85 | 6.4*
62 | 101 | 86 | 102 | 100
63 | 108 | 100 | 114 | 96
64 | 36 | 83 | 64 | 57
65 | 92 | 86 | 96 | 97
66 | 94 | 91 | 95 | 97
67 | 74 | 74 | 89 | 81
68 | 106 | 104 | 108 | 111
69 | 85 | 83 | 92 | 90
70 | 91 | 90 | 91 | 98
71 | 96 | 98 | 92 | 88
